Source: PubChem BioAssay (The Scripps Research Institute Molecular Screening Center)
M1 PAM – human CHRM1 positive allosteric modulation; hit rate 0.088% among 360,000; activation, % at 3 µM; CHO-K1 hM1, Fluo-8 calcium fluorescence, ACh EC20; 0% = ACh EC20, 100% = maximal ACh; AID 588819; in the data active means activation above about 19%, passing the limit was not always enough
Target sequence (P11229 whole entry, looked up): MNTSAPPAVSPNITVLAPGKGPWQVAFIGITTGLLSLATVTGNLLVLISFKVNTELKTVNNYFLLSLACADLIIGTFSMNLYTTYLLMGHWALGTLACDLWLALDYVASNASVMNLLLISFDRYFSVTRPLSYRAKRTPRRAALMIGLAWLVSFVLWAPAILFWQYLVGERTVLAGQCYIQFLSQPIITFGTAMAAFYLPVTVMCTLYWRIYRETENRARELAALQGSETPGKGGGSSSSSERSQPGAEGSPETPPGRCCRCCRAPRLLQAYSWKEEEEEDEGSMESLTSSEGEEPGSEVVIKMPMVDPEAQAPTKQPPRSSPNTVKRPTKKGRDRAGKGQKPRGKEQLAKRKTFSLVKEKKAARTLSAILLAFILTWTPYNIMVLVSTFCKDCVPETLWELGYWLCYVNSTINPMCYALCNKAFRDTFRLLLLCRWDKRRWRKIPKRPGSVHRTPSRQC
TAAR1 antag – antagonists of human TAAR1; CHO RD-HGA16 TAAR1, Fluo-8 calcium fluorescence, antagonist; hit rate 1.5% among 360,000; Q96RJ0; AID 624466; inhibition, % at 3 µM;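 active means inhibition above a per-plate cutoff, the mean inhibition of test compounds on that plate plus 3 SD, cut at about 49% in these data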;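 further: 0% = DMSO plus EC80 beta-PEA response and 100% = DMSO alone without agonist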
Target sequence (Q96RJ0 whole entry, looked up): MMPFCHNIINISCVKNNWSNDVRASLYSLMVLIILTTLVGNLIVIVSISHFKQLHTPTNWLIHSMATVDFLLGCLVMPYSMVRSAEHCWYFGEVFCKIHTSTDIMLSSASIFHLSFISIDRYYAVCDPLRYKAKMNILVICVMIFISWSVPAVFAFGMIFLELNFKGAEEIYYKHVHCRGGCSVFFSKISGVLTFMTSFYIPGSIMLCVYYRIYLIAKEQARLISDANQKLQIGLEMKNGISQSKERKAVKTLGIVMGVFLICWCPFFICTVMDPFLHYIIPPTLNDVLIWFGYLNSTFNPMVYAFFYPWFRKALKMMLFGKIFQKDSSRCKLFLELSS
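System: CHO RD-HGA16 cells bearing hTAAR1. Reagent: EC80 β-phenethylamine stimulus. Schedule: seeding 17-24 h prior, 75-min 37 °C, 30-min RT dye loading. Signal: Fluo-8 intracellular calcium dye fluorescence, real-time kinetic reads. Read-out: % inhibition from peak post-agonist over basal fluorescence ratio. Benchmarks: vehicle wells and EC80 agonist wells. Replicates: n of 1.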
M1 ag – agonists of human M1 muscarinic receptor; AID 588814; activation, % at 3 µM; P11229; CHO-K1 hM1, Fluo-8 calcium fluorescence, agonist mode; 0% DMSO, 100% acetylcholine EC100; hit rate 0.33% among 360,000;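 active means activation above the run's mean compound activation plus 3 SD, cut at about 16% in these data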;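 further: peak over basal fluorescence ratio within a 140 s kinetic read after compound addition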
CHO parental Ca – counter-screen for OX1R antagonists: effect in parental CHO cells; AID 463079; hit rate 0.63% among 330,000; parental CHO-K1, ATP-induced calcium, Fluo-8 fluorescence; inhibition, % at 5.6 µM;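 active means inhibition above that plate's mean sample inhibition plus 3 SD, cut at about 26% in these data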;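 further: 0% = ATP-challenged DMSO wells and 100% = DMSO wells without ATP; some compounds past the cut are filed as inactive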
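Test system: parental CHO cells; detection: calcium-sensitive Fluo-8 fluorescence; evaluation: percent inhibition of calcium signal; also added: ATP as calcium-mobilizing challenge; repeats: one well per compound; control set: ATP-challenged DMSO wells low, unchallenged DMSO wells high; compound: single nominal dose of 5.6 µM per compound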
CHO-K1 Ca antag – nonselective inhibitor or artifact in parental CHO-K1 cells. ATP-induced calcium, Fluo-8 fluorescence. inhibition, % at 3 µM. AID 602250. hit rate 0.6% among 360,000;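 active means inhibition above a per-plate cutoff, the plate's mean sample inhibition plus 3 SD, cut at about 24% in these data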;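 further: 0% = DMSO plus EC80 ATP and 100% = DMSO alone without ATP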
M1 PAM parental – counter-screen for M1 PAMs: effect in parental CHO-K1 cells. ATP EC20, Fluo-8 calcium fluorescence; 0% at ATP EC20, 100% at ATP max. activation, % at 3 µM. hit rate 0.02% among 360,000;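 active means activation above the run cutoff, the mean activation of all test compounds plus 3 SD, cut at about 40% in these data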;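 further: peak over basal fluorescence ratio in a 140 s read after ATP addition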
CHO-K1 Ca ag – M1 agonist counterscreen hit in parental CHO-K1 cells. Fluo-8 calcium fluorescence; scaled to maximal ATP response, vehicle zero. activation, % at 3 µM. hit rate 0.48% among 360,000; in the data active means activation above about 15%;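 further: untransfected CHO-K1 host cells lacking M1 receptor as counterscreen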
TAAR1 ag – agonists of human TAAR1; hit rate 0.99% among 360,000; Q96RJ0; AID 624467; CHO RD-HGA16 TAAR1, Fluo-8 calcium fluorescence; vehicle wells 0%, saturating PEA agonist 100%; activation, % at 3 µM;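 active means activation above the mean activation of all test compounds in the run plus 3 SD, cut at about 38% in these data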
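test system = CHO RD-HGA16 cells carrying human TAAR1 plus Gα16 | schedule = 17-24 h seeding, 75 min 37 °C dye, 30 min RT | compound dosing = 3 µM single concentration | control set = DMSO and PEA EC100 | replicates = n 1 | signal = Fluo-8 fluorescence, 5 s baseline then 140 s kinetic read | measure = percent activation vs PEA EC100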
CHRM1 antagonist – blocks human M1 muscarinic receptor. hit rate 1.3% among 360,000. CHO-K1 hM1, Fluo-8 calcium fluorescence, ACh EC80 antagonist. inhibition, % at 3 µM. AID 588852. P11229;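 active means percent inhibition above its own plate's cutoff, namely the mean of that plate's compound wells plus 3 SD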;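 further: peak over basal fluorescence ratio during 140 s after agonist addition; 0% = ACh EC80 plus DMSO and 100% = DMSO alone without agonist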
Numbers without * were called inactive; . = not tested or not shown. No enrichment for hits (roughly 4.4% active in at least one column).

SMILES	M1 PAM	TAAR1 antag	M1 ag	CHO parental Ca	CHO-K1 Ca antag	M1 PAM parental	CHO-K1 Ca ag	TAAR1 ag	CHRM1 antagonist
CSCCC(c1nnnn1C1CCCCC1)N1CCN(C/C=C/c2ccccc2)CC1 (stereo not drawn)	-13	-31	-8	.	5	-7	-0.5	1	-7
CC1(C)CC(=O)C(C(N)=NC(=O)c2ccc([N+](=O)[O-])cc2)=C(O)C1	13	16	-3	3	-18	24	1.7	5	-12
CCc1cc(C(=O)OCC(=O)N2CCC(c3ccccc3)=N2)sc1C	-22	-19	-6	-7	-10	11	0.7	1	48*
O=C(NCc1nnc(SCC(=O)N2CCCc3ccccc32)o1)c1c(F)cccc1Cl	4	5	-7	-14	-1	13	2.3	5	-1
Cc1ccc(NC(=S)NCCSc2ccc(Cl)cc2)cc1	-26	20	-6	7	9	-11	3.3	-1	56*
COC1=C(Nc2ccc(C)cc2)C(=O)c2ccccc2C1=O	-10	2	-10	-1	0	13	-0.3	1	11
Cn1c(=O)[nH]c(=O)c2c1nc(N1CCCC1)n2CCCSc1nnnn1-c1ccccc1	4	1	-7	-18	-5	27	-0.1	6	-9
CCOC(=O)C1(Cc2cccc(Cl)c2)CCCN(C(=O)CCN2CCCC2=O)C1 (stereo not drawn)	1	-26	-1	-9	-3	1	0.6	9	-1
COc1ccc(C(C#N)=C2C=CC(=NO)c3ccccc32)cc1	-12	21	-8	.	4	11	0.0	-3	22
CC(=O)N1CCCc2cc(S(=O)(=O)Nc3ccc(C)cc3C)ccc21	3	1	-2	-15	-6	20	4.3	1	2
COc1ccccc1NC(=O)c1ccc(NC(=O)CN2CCN(C(=O)c3ccco3)CC2)cc1	11	25	-5	-16	-14	11	1.6	2	-10
CC1(C)Cc2cccc(C(=O)NCc3ccco3)c2O1	6	-21	-2	-23	14	-12	-0.5	2	-2
CC(=O)c1c(C)[nH]c(C(=O)OCC(=O)c2c[nH]c3ccccc23)c1C	-7	43	-2	-2	-16	19	11	12	-2
COCCCn1c(C2CCCCC2)nc2oc3cc(OC)ccc3c(=O)c2c1=O	18	12	-6	-13	-11	24	1.2	14	-12
C=C(C)c1cccc(C(C)(C)NC(=O)N2CCN(c3ncccn3)CC2)c1	0	2	-5	-29	7	-1	0.1	-4	-4
C=C1C(=O)[C@@]23[C@H](O)C[C@@H]4C(C)(C)CC[C@H](O)[C@]4(C)[C@@H]2C[C@H](O)[C@@H]1[C@H]3O	-4	-5	-2	-8	2	-17	0.1	0	16
COc1ccc(S(=O)(=O)N2CCCC2=O)cc1N(C)S(C)(=O)=O	10	-11	-4	.	-4	17	4.3	3	-16
CCCCC/S(CC1CC1(Cl)Cl)=N\S(=O)(=O)c1ccc(C)cc1 (stereo not drawn)	5	5	-5	-18	7	-8	0.7	3	2
c1ccc(CC2CCN(c3nnnn3-c3ccccc3)CC2)cc1	-8	6	-1	4	4	11	0.8	8	0
CCOC(=O)CSc1nnc(CNC(=O)c2cccs2)n1CCc1ccccc1	-4	.	-6	-17	7	-8	0.0	.	11
O=C(O)c1ccc(S(=O)(=O)c2ccc3c(c2)C(=O)N(c2ccccc2[N+](=O)[O-])C3=O)cc1	4	-25	-1	-11	7	11	0.6	1	-7
Cn1nccc1NC(=O)Nc1cccc(Cl)c1	6	-17	2	-19	2	6	2.3	9	-9
CC(=O)Nc1ccc(C=NNc2nnc(NN=Cc3ccc(NC(C)=O)cc3)c3ccccc23)cc1	4	4	0	.	-3	4	-0.3	7	-7
O=C(NNC(=O)c1ccncc1)Nc1cc(Cl)ccc1Cl	5	14	1	.	-9	-7	0.7	3	-17
CC(=O)C1=C(C)NC(SCC(N)=O)=C(C#N)C1c1cccnc1 (stereo not drawn)	7	-9	-7	4	-10	25	0.4	1	-5
Cc1ccc(NC(=O)C(Nc2cccc(C)c2)c2ccccc2)cc1 (stereo not drawn)	5	4	-8	-23	5	15	0.5	8	-15
CC(C)(C)C1CCC(OC(=O)CN2CCCCC2)CC1 (stereo not drawn)	-4	-7	-3	0	-4	10	-0.1	14	13
Cn1nc(C(=O)OCC(=O)Nc2cccc(S(=O)(=O)N3CCCC3)c2)c2ccccc2c1=O	-13	-30	-3	-5	-3	3	9.7	1	12
COC(=O)c1cn(C(=O)c2ccc(F)cc2)c2ccccc12	2	2	-2	4	6	-10	0.0	5	-2
Cc1cc(=O)n2c(C(=O)Nc3ccc(C(=O)OC(C)C)cc3)c(C(=O)Nc3ccccc3)sc2n1	6	4	-3	-12	-13	8	1.2	12	-11
CN(CCOc1ccccc1)C(=O)c1cc(COc2c(F)cccc2F)on1	1	5	-4	-11	-16	24	3.0	0	-7
COc1ccc(CC(=O)Nc2nc(-c3ccc(F)c(F)c3)cs2)cc1OC	-21	28	1	55*	33*	-28	9.2	7	37*
CCOc1nc(NC(=O)NS(=O)(=O)Oc2ccccc2Cl)nc(-c2ccccc2)n1	5	12	-5	-8	-21	18	0.3	5	-8
CC(C)(C)c1cc(C(=O)N/N=C/c2ccc(-c3ccccc3[N+](=O)[O-])o2)n[nH]1	-8	63*	-2	-5	1	-22	5.2	5	22
CC1CCCCN1CC(=O)Nc1ccccc1Sc1ccccc1 (stereo not drawn)	-25	-21	-8	-38	-14	25	1.9	4	27*
Cc1cc(Br)cn2ccnc12	0	16	-5	4	-3	11	0.2	6	3
COc1ccc(S(=O)(=O)Nc2ccc3c(c2)C(=O)N([C@@H](C)CO)C[C@@H](C)[C@H](CN(C)S(=O)(=O)c2ccc(F)cc2)OCCCC[C@H](C)O3)cc1	17	-22	7	.	-9	-2	-0.3	3	-8
CCOC(=O)c1ccc(N=c2sc(C(=O)OC)cc(=O)n2Cc2ccco2)cc1	-7	-22	-6	5	5	9	0.7	-2	-2
CCc1cc2c(NCC(=O)O)ncnc2s1	7	-5	-2	3	-8	16	0.6	20	-21
CC1(C)C(=O)N(c2ccccc2F)C(=O)c2ccccc21	1	4	-4	8	-9	-12	0.1	2	-1
COc1ccc(CN(C)C(=O)c2cc(S(=O)(=O)N3CCOCC3)ccc2N2CCCC2)cc1	13	1	-5	-18	-9	-6	-0.2	0	-11
CC[C@H](C)[C@H](NC(=O)c1ccc(Cl)cc1)C(=O)OCC(=O)c1ccc2c(c1)NC(=O)CO2	-1	43	-5	83*	5	15	1.9	10	4
COc1ccc(-c2nc(CS(=O)(=O)CC(=O)NCCc3ccc(C)cc3)c(C)o2)cc1	7	-24	-2	-29	-19	6	0.5	10	-8
Cc1cc(C(=O)NCC(=O)OC(C(=O)Nc2cc(C(F)(F)F)ccc2Cl)c2ccccc2)ccc1[N+](=O)[O-] (stereo not drawn)	-1	-2	-4	-13	-2	9	0.8	8	-27
CCOC(=O)c1ccc(NS(=O)(=O)c2ccc(SC)cc2)cc1	-5	14	-2	-4	-2	5	1.4	46*	3
CN(C)/C(=N\S(=O)(=O)c1ccccc1)c1ccc(F)cc1	3	-6	2	3	-10	27	1.0	2	-9
CC(=O)c1cccc(NC(=O)NC(C)c2ccncc2)c1 (stereo not drawn)	10	1	1	-2	5	5	0.4	8	-7
O=C(Cn1cc(C(=O)c2ccco2)c2ccccc21)Nc1ccccc1F	1	-9	-3	-29	-19	33	3.0	0	4
CN(CCO)c1cccc2c1S(=O)(=O)N[C@@H](Cc1ccccc1)CO2	.	-4	.	.	-17	7	3.5	5	.
C[C@@H](C(=O)N1CCN(Cc2ccc3c(c2)OCO3)CC1)n1nnc2ccccc2c1=O	0	-18	-2	-16	0	5	0.9	1	0
CCCc1cc(C(=O)N2CCCC(N3CCN(c4ccccc4C)CC3)C2)n(C)n1 (stereo not drawn)	-2	9	-3	-32	-10	5	3.2	4	-1
CC(C)Cc1csc(NC(=O)c2ccccc2Cl)c1C(=O)O	-1	-1	-2	1	20	-14	0.2	-1	6
Cc1cc(C)cc(NC(=O)N(C)Cc2ccccc2)c1	4	-16	-5	-10	-2	-6	-0.1	0	-3
CCN(CC(=O)Nc1cc(Cl)ccc1C)C(=O)CSCc1ccc(C)cc1	12	26	6	-22	1	-24	-0.1	4	2
C=C1CCN([C@H](C(=O)NCc2ccc(Cl)cc2)C(C)C)S(=O)(=O)c2ccccc21	9	-12	-7	-17	-5	9	-0.3	8	-9
O=C(Nc1cccc(S(=O)(=O)N2CCCCC2)c1)C1CC(=O)N(c2ccc3c(c2)OCCO3)C1 (stereo not drawn)	5	-8	-4	-11	-6	5	2.1	1	-16
COc1cccc(-c2csc3nc[nH]c(=O)c23)c1	6	2	0	-13	2	4	-0.2	-1	1
CCCN1CCC(=NNC(=O)CSc2cc(C)c(Br)cc2C)CC1	0	-11	-7	-11	-9	5	0.1	2	-3
Cc1ccc(-n2c(SCC(=O)NCc3ccco3)nc3sc4c(c3c2=O)CC(C)(C)SC4)cc1	2	-2	-3	-20	3	13	-0.4	3	-5
CN1CCN(C(=O)CSc2cc(=O)n(C)c3ccccc23)CC1	-1	5	-7	8	22	-14	-0.1	3	4

As a short view, some entries already given:
SMILES	M1 PAM	TAAR1 antag	M1 ag	CHO parental Ca	CHO-K1 Ca antag	M1 PAM parental	CHO-K1 Ca ag	TAAR1 ag	CHRM1 antagonist
CSCCC(c1nnnn1C1CCCCC1)N1CCN(C/C=C/c2ccccc2)CC1 (stereo not drawn)	-13	-31	-8	.	5	-7	-0.5	1	-7
CC1(C)CC(=O)C(C(N)=NC(=O)c2ccc([N+](=O)[O-])cc2)=C(O)C1	13	16	-3	3	-18	24	1.7	5	-12
CCc1cc(C(=O)OCC(=O)N2CCC(c3ccccc3)=N2)sc1C	-22	-19	-6	-7	-10	11	0.7	1	48*

The list continues:
SMILES	M1 PAM	TAAR1 antag	M1 ag	CHO parental Ca	CHO-K1 Ca antag	M1 PAM parental	CHO-K1 Ca ag	TAAR1 ag	CHRM1 antagonist
CC(C)(C)NC(=O)C1CCN(c2ccc(S(=O)(=O)N3CCOCC3)cc2Cl)CC1	9	-26	-2	8	7	16	0.2	1	-12
COc1ccc(Cl)c(Cn2c(NCCCN(C)C)nc3c2c(=O)n(C)c(=O)n3C)c1	6	-1	-5	-19	-12	10	-0.3	13	-10
O=C(OCC(=O)N1CCN(C(=O)c2ccco2)CC1)c1ccccc1Cc1ccccc1	-1	0	-2	-19	-20	9	2.2	7	-4
O=C(CS(=O)(=O)c1ccccc1)Nc1ccc(Br)cn1	13	2	-5	-13	2	8	0.1	-2	-13
COc1ccccc1C(=O)NCCC(=O)NCC(c1ccc(F)cc1)N1CCOCC1 (stereo not drawn)	7	-3	-2	-10	-7	10	1.9	0	-9
COc1ccc(CNC(=O)COC(=O)c2ccc(Br)c(S(=O)(=O)N3CCOCC3)c2)cc1	3	13	-2	-22	5	-3	3.4	4	2
CC(C)CC1NC(=O)N(CC(=O)Nc2ccc(OC(F)F)cc2)C1=O (stereo not drawn)	20	-38	5	.	6	8	0.1	4	-14
